# STK33 kinase inh – blocks human STK33 kinase activity; Q9BYT3; purified STK33, MBP phosphorylation, ADP-Glo luminescence; inhibition, % at 10 µM; actives 0.073% (n = 320,000);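 active = inhibition at or above 25%, using the most active replicate where run in duplicate; inactive = inhibition below 25%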
# Target sequence (Q9BYT3 whole entry, looked up): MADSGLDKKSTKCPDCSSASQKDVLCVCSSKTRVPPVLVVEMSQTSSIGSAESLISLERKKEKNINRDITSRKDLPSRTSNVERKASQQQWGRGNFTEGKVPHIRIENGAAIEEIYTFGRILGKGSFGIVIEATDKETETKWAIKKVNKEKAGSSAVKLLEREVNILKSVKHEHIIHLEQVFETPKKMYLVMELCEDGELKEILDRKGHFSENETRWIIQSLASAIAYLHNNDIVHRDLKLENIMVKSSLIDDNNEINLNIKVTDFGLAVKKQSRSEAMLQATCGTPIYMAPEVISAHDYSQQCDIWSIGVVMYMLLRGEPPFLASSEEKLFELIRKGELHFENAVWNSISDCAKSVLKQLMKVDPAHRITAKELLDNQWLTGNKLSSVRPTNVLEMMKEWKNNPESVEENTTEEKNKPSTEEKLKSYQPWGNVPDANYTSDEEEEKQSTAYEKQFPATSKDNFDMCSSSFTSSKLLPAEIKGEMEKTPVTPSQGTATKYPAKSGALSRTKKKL
# CHT PAM – allosteric activators of human choline transporter CHT | Q9GZV3 | CHT-expressing cells, membrane potential dye, choline EC20; stronger effect = higher value; LV-AA mutant CHT in HEK293 cells | B-score at 10 µM | actives 0.49% (n = 310,000) | AID 488977;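 active = initial fluorescence not abnormally high and integrated response B-score, plate-corrected, over 3 SD above library mean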
# Target sequence (Q9GZV3 whole entry, looked up): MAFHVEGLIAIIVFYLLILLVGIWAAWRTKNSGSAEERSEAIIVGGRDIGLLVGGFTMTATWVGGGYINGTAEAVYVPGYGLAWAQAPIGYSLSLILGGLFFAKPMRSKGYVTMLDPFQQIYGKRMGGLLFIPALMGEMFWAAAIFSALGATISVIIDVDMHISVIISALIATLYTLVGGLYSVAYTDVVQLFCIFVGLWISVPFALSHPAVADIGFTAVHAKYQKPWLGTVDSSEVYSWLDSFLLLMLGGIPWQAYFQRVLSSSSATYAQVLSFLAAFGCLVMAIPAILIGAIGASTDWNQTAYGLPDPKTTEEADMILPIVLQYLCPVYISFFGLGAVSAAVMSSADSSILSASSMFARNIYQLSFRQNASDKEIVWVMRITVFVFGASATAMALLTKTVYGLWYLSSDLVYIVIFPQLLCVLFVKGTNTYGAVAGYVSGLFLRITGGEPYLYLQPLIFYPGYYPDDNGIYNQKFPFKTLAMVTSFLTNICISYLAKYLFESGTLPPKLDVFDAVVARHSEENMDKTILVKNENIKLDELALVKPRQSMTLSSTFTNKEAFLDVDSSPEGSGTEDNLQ
# CHT block – inhibitors of human choline transporter CHT | AID 488975 | B-score at 10 µM | actives 0.86% (n = 310,000) | CHT-expressing cells, membrane potential dye, choline response; stronger effect = lower value;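 active = B-score over 3 SD under the library average, and starting fluorescence ratio not unusually high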;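 also: choline stimulus applied at its EC90 after an EC20 pre-addition; B-score computed on integrated fluorescence ratio after choline addition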
# Active calls of the source: *; i = inactive.
# Screens in order: CHT PAM | CHT block | STK33 kinase inh
COCC(C)n1c(C)cc(C(=O)COC(=O)c2oc3ccccc3c2C)c1C (stereo not given)
 : i | i | 0.5
CC(C)[C@H](NC(=O)CCn1nnc2ccccc2c1=O)C(=O)O
 : i | i | 5.5
CCOC(=O)Cc1sc(N)nc1C
 : i | i | -0.3
COc1ccc(-c2noc(CN(C(=O)C(C)(C)C)C(C)C)n2)cc1
 : i | i | -0.7
CN1CCc2cc3c(c4c2[C@H]1[C@H](O)c1ccccc1-4)OCO3
 : i | i | 9.4
COc1ccc(-c2cc(C(=O)N3CCN(c4ccccc4OC)CC3)no2)cc1OC
 : i | i | -2.2
CC1C(=O)C(C)C(c2ccc(Cl)cc2)NC1c1ccc(Cl)cc1 (stereo not given)
 : i | i | -0.9
N#C/C(=C\Nc1ccccc1SC(F)(F)F)c1nc(-c2ccc(F)cc2)cs1
 : i | i | -2.3
COc1ccc(C)cc1NC(=O)NC1CCN(Cc2ccccc2)CC1
 : i | i | -0.4
Cc1ccsc1C1C=C(c2cccc(Br)c2)Nc2ncnn21 (stereo not given)
 : i | i | 1.3
Cc1cc(C(=O)Cn2nc(C(=O)O)c3ccccc3c2=O)c(C)n1CC(F)(F)F
 : i | i | -2.7
O=C(CN1CC(c2ccccc2)CC1=O)N/N=C/c1cc(Br)ccc1O (stereo not given)
 : i | i | -0.5
COc1cc(/C=N/NC(=O)Cc2ccccc2)cc(OC)c1OC
 : i | i | -2.2
COc1cc(NC(=O)c2c(-c3ccccc3Cl)noc2C)c2ncccc2c1
 : 7.83* | i | 1.3
CCc1nc(SCC(=O)c2cccc([N+](=O)[O-])c2)n[nH]1
 : i | i | -1.1
Cc1cc(C)c(C#N)c(Oc2ccc(O)cc2)n1
 : i | i | -1.1
CC1=CC(C)(C)N(C(=O)CSc2nnc(-c3ccccc3)o2)c2ccc(C)cc21
 : 9.98* | i | -1.4
CCOC(=O)CNC(=S)N(Cc1cccs1)C1CCCC1
 : i | i | -0.4
O=C(CNS(=O)(=O)c1ccc(Br)s1)NCc1ccc2c(c1)OCO2
 : i | i | 1.4
COc1cc2nc(C3CCC3)n(NC(=O)C3CCC3)c(=O)c2cc1OC
 : i | i | -0.4

# Additional results follow.
# Screens in order: CHT PAM | CHT block | STK33 kinase inh
CCCCn1c(N)c(N(Cc2ccccc2OC)C(=O)COc2ccc(C)cc2)c(=O)[nH]c1=O
 : i | i | -1.6
COCc1cccc(NC(=O)Cc2cccc3ccccc23)c1
 : i | i | 1.2
CCn1c(C)nc2cc(C(=O)N=Nc3c(O)[nH]c4ccccc34)ccc21
 : i | i | 3.8
Cc1ccc(Cn2cnc3c(cnn3C(C)(C)C)c2=O)cc1
 : i | i | -0.6
O=C(NCc1ccc2c(c1)OCO2)C1CCN(c2nccc(C(F)(F)F)n2)CC1
 : i | i | -0.7
Cc1ccc(C)n1-c1ccc(C(=O)NN=C2CCCC2)cc1
 : i | i | -0.9
COc1cc(NC(=O)Cc2ccccc2OC)cc(OC)c1
 : i | i | 0.2
CCN(CC(=O)Nc1ccc2c(c1)OCCO2)C(=O)C1CC(=O)N(c2ccc(OC)cc2OC)C1 (stereo not given)
 : i | i | -1.1
COc1ccc(/C=C2/SC(=O)N(CCCCCC(=O)Nc3ccccc3C(=O)O)C2=S)cc1
 : i | -9.31* | -0.4
CCCOc1ccc(C(=O)Nc2c[nH]c(=O)[nH]c2=O)cc1
 : i | i | -1.2
N=c1oc2cc(O)ccc2cc1C(=O)Nc1nc2ccccc2s1
 : i | i | 1.9
COc1ccccc1C(=O)Nc1nnc(SCC(=O)NCC2CCCO2)s1 (stereo not given)
 : i | i | -1.1
Cc1cccc(-c2ncc(CN3CCN(CCC(C)C)C(CCO)C3)cn2)c1 (stereo not given)
 : i | -5.78* | -0.5
COc1ccc2oc(C(=O)NCC(c3ccco3)N(C)C)c(C)c2c1 (stereo not given)
 : i | i | 0.2
CC(C)(C)C(=O)Nc1nnc(CC(=O)NCc2ccccc2)s1
 : i | i | -1.6
CCN(CC)C(=O)c1cn(-c2cccc(OC)c2)c(=O)c2ccccc12
 : i | i | -0.3
CCCCCCOC(=O)CCn1[nH]c(=O)c2ccccc2c1=O
 : i | i | -2.6
CN(C)[C@@H]1CCC[C@H]1OC(=O)C(c1ccccc1)c1ccccc1
 : i | i | -1.7
Cc1cc(C)n2nc(C(=O)Nc3ccn(Cc4ccccc4C)n3)cc2n1
 : i | i | -0.3
CC(Sc1nnc(COc2ccc([N+](=O)[O-])cc2)n1-c1ccccc1)C(=O)O (stereo not given)
 : i | i | -1.1

# (next part)
# Screens in order: CHT PAM | CHT block | STK33 kinase inh
COC(=O)/C=C1/SC(=NC(=O)c2ccc(OC)cc2)NC1=O
 : i | i | -1.1
CCc1c(C#N)c(SCCC(=O)Nc2ccc(F)cc2)nc2c1C(=O)CC(C)(C)C2
 : i | i | 0.2
Cc1cccc2c(SCC(=O)NCC3CCCO3)nc(-c3ccc(F)cc3)nc12 (stereo not given)
 : i | i | -0.8
COc1ccc2[nH]c(=O)c(CN(CCN3CCCC3)C(=O)Nc3ccccc3Cl)cc2c1
 : i | i | -0.6
O=S(=O)(c1cccs1)N1CCN(c2ccc(Cl)cc2)CC1
 : i | i | -0.5
Cc1cc2oc(=O)cc(CN3CCCCC3)c2cc1O
 : i | i | 0.1
CCn1c(C)nc2cc(C(=O)NNC(=S)Nc3ccccc3)ccc21
 : i | i | -2.1
O=C(N/N=C/c1sc2ccccc2c1O)c1cccc2ccccc12
 : i | i | -1.0
COc1ccc(/C=C/C(=O)NC(=S)Nc2ccc(S(=O)(=O)Nc3cc(C)on3)cc2)cc1
 : i | i | -1.1
COc1ccc(C)cc1NC(=O)C1CCCN(S(=O)(=O)c2ccc3[nH]c(=O)ccc3c2)C1 (stereo not given)
 : i | i | -0.7
NS(=O)(=O)c1ccc(NC(=S)N2CCc3ccccc32)cc1
 : i | i | 0.7
CNC(=S)NCc1ccc(OC)cc1
 : i | i | -0.8
O=C(CN1C(=O)/C(=C/c2ccc(C(F)(F)F)cc2)Sc2ccccc21)NCCCN1CCOCC1
 : i | i | -0.3
CC(=O)Nc1ccc(S(=O)(=O)Nc2nc(C)cc(-n3nc(C)cc3C)n2)cc1
 : i | i | -0.6
c1cnc(Oc2ccc(-c3nnco3)cc2)cn1
 : i | i | 0.1
Cc1ccc(CNC(=O)/C=C/c2ccc(Br)o2)cc1
 : i | i | -0.3
CN1CCN(C(=O)c2cc(Cl)ccc2NC(=O)c2ccc(Cl)cc2Cl)CC1
 : i | i | -0.8
O=[N+]([O-])c1cc(S(=O)(=O)N2CCCCC2)ccc1NCc1cccc(Cl)c1
 : i | i | -1.5
O=C(NC(Cc1ccccc1)C(=O)NC(Cc1ccccc1)C(=O)O)c1ccccc1 (stereo not given)
 : i | i | -1.3
CN1CCN(S(=O)(=O)c2cccc(S(=O)(=O)c3ccc(Cl)c(Cl)c3)c2)CC1
 : i | i | 0.9

# Other results:
# Screens in order: CHT PAM | CHT block | STK33 kinase inh
O=C(Nc1ccccc1)/C(=C/c1ccccc1)c1ccccc1
 : i | i | 0.4
CCCN1CCN(CCNC(=O)Nc2cc(C)ccc2C)CC1
 : i | i | -1.0
O[C@@H]([C@H](O)[C@H](O)CBr)[C@H](O)CBr
 : i | i | -1.2
CCN1CCOC(CC(=O)Nc2cccc([N+](=O)[O-])c2)C1=O (stereo not given)
 : i | i | 0.6
CCCc1c(C(=O)N/N=C(\C)CCc2ccccc2)nnn1-c1nonc1N
 : i | i | 0.2
COc1ccccc1C1(CC(=O)N2CCCCC2)CCOC(C(C)C)C1 (stereo not given)
 : i | i | -2.0
Cc1ccc(N2CC(C(N)=O)CC2=O)cc1 (stereo not given)
 : i | i | 1.5
COc1ccc(C(CC(=O)O)NS(=O)(=O)c2ccc(C)cc2)cc1OC (stereo not given)
 : i | i | -0.1
CN(C(=O)c1cc(S(=O)(=O)N2CCOCC2)cs1)c1ccccc1
 : i | i | -0.5
CCC(C)Sc1cccc(-c2nc3ccc(C)cn3c2NC2CCCCC2)c1 (stereo not given)
 : i | i | -1.0
COc1ccccc1N(CC(=O)NCC1CCCO1)C(=O)CCC(=O)Nc1cc(C)on1 (stereo not given)
 : i | i | 0.4
CC1(C)C(c2ccccc2)=NC(c2ccc(Br)cc2)N1O (stereo not given)
 : i | i | -1.9
O=C(O)CCCNC(=O)c1cncc(O)c1
 : i | i | -1.0
COC(=O)c1ccc(OCC(=O)Nc2nn(-c3ccccc3)nc2C(N)=O)cc1
 : i | i | -0.2
CC(=O)Nc1cccc(NS(=O)(=O)Cc2ccc(Cl)cc2)c1
 : i | i | -0.5
S=C(c1ccc(N2CCOCC2)cc1)N1CCOCC1
 : i | i | -0.5
Cc1ccccc1C(=O)N(C)Cc1ccccc1
 : i | i | 5.6
O=S(=O)(Nc1ccccn1)c1ccc(Oc2ccccc2)cc1
 : i | i | 0.9
COc1cc(C(=O)N/N=C(\C)Cc2ccccc2)cc(OC)c1OC
 : i | i | 0.5
CCn1c(C(O)c2ccc(C)cc2)nc2ccccc21 (stereo not given)
 : i | i | -0.1

# (more compounds)
# Screens in order: CHT PAM | CHT block | STK33 kinase inh
COc1ccc(/C=N/NC(=O)C2CC2)c(OC)c1OC
 : i | i | 5.8
O=C(/C=C/c1ccc(F)cc1)NCc1ccco1
 : i | i | -1.7
CC(NS(=O)(=O)c1ccc(F)cc1)C(c1cccs1)N1CCOCC1 (stereo not given)
 : i | i | 0.7
O=c1[nH]c2c(oc3ccccc32)c(=O)n1Cc1ccccc1
 : i | i | -0.7
Cn1cc(S(=O)(=O)N2CCOCC2)cc1C(=O)NCc1ccc(Cl)cc1
 : i | i | 0.0
C[C@@H]1CN(C(=O)c2ccc(OC3CCN(S(=O)(=O)N(C)C)CC3)cc2)C[C@H](C)O1
 : i | i | 0.1
O=c1c(-c2ccnn2-c2ccccc2F)cnc2n1CCS2
 : i | i | -3.6
Cc1cccc(NC(=O)c2sc3nc4c(c(-c5ccco5)c3c2N)CCC4)c1
 : i | i | -4.4
COc1ccc([N+](=O)[O-])cc1NC(=O)CS(=O)(=O)c1ccc(C)cc1
 : i | i | 0.0
COc1ccc(CC(=O)Oc2ccc(C(C)C)cc2)cc1S(=O)(=O)N1CCOCC1
 : i | i | -1.9
COc1ccc([N+](=O)[O-])cc1NC(=O)Cn1ccc(C(F)(F)F)n1
 : i | i | 0.0
COCc1nnc(NC(=O)c2ccc(S(=O)(=O)N(C)c3ccccc3)cc2)o1
 : i | i | -0.5
O=C(Nc1ccc2nc3n(c(=O)c2c1)CCCC3)c1cncc(Br)c1
 : i | i | 0.5
CCCC[C@@H]1CCCO[C@@](C(=O)NCc2ccc(C)o2)(C(F)(F)F)C1
 : i | i | -1.0
CCOC(=O)Cn1nnnc1CN(Cc1ccc(OC)cc1)Cc1cc2cc(C)cc(C)c2[nH]c1=O
 : i | i | 1.1
COc1cccc(CN2CCN(CC(=O)NCCc3ccccc3)CC2)c1
 : i | i | -1.4
CCN(CC)N=Nc1ccc(S(=O)(=O)Nc2c(C)n(C)n(-c3ccccc3)c2=O)cc1
 : i | i | -0.9
CCOc1ccc(S(=O)(=O)NCCC(=O)NCCOc2ccccc2)cc1
 : i | i | -1.2
CCC(C)(C)NC(=O)CN(C(=O)C(=O)Nc1ccc2c(c1)OCCO2)C(C)(C)CC
 : i | i | -1.4
Cc1csc(NC(=O)CSCC(=O)Nc2ccccc2)n1
 : i | i | -0.6

# In the list so far, these contain bromine.
# Screens in order: CHT PAM | CHT block | STK33 kinase inh
Cc1ccsc1C1C=C(c2cccc(Br)c2)Nc2ncnn21 (stereo not given)
 : i | i | 1.3
O=C(CN1CC(c2ccccc2)CC1=O)N/N=C/c1cc(Br)ccc1O (stereo not given)
 : i | i | -0.5
O=C(CNS(=O)(=O)c1ccc(Br)s1)NCc1ccc2c(c1)OCO2
 : i | i | 1.4
Cc1ccc(CNC(=O)/C=C/c2ccc(Br)o2)cc1
 : i | i | -0.3
O[C@@H]([C@H](O)[C@H](O)CBr)[C@H](O)CBr
 : i | i | -1.2
CC1(C)C(c2ccccc2)=NC(c2ccc(Br)cc2)N1O (stereo not given)
 : i | i | -1.9
O=C(Nc1ccc2nc3n(c(=O)c2c1)CCCC3)c1cncc(Br)c1
 : i | i | 0.5

# Further compounds follow:
# Screens in order: CHT PAM | CHT block | STK33 kinase inh
CCNC(=O)CC1C(=O)N(c2ccc(OC)cc2)C(=S)N1CCc1ccncc1 (stereo not given)
 : i | i | -0.5
O=C(CCNC(=O)C1CCN(S(=O)(=O)c2ccc(F)cc2)CC1)NCc1ccc(F)cc1
 : i | i | -1.6
CCn1c(C)nc2cc(C(=O)NNC(=S)Nc3ccccc3OC)ccc21
 : i | i | -0.3
CCOC(=O)c1sc(=S)n(-c2ccc3c(c2)OCO3)c1N
 : i | i | 0.2
CC(C)c1ccc(NC2CCCN(C(=O)CN3C(=O)CSC3=O)C2)cc1 (stereo not given)
 : i | i | 1.1
CCOc1ccc(NS(=O)(=O)c2ccc3[nH]cc(C(=O)NC(C)CC)c(=O)c3c2)cc1 (stereo not given)
 : i | i | 0.3
COc1ccc2nc(C(F)(F)C(F)(F)F)c(C#N)c(N)c2c1
 : i | i | 0.3
CNC(=O)COC(=O)CNC(=O)c1cc(Cl)cc([N+](=O)[O-])c1
 : i | i | -0.3
CCOCCCNS(=O)(=O)c1ccc(NC(=O)Cc2c(F)cccc2Cl)cc1
 : i | i | 0.9
COCC(=O)N1CCC(Oc2ccc(C(=O)N3C[C@@H](C)O[C@@H](C)C3)cc2)CC1
 : i | i | -0.7
Cc1c(C(=O)O)sc2nc(/C=C/c3ccccc3OC(F)F)[nH]c(=O)c12
 : i | i | -0.4
Cc1nn(CC(O)COc2ccc3c(c2)CCC3)c(C)c1Br (stereo not given)
 : i | i | -0.7

# Compound activity deposited in PubChem BioAssay by several laboratories.
